# miR-122 sensor: blocks miR-122 activity in Huh7 sensor cells. Huh7 miR-122 Renilla luciferase sensor, 48 h; neutral wells = 0, positive control = 100. activation (reporter increase), % at 12.5 µM. 340,000 compounds, 0.3% hits. AID 602342;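 active = mean replicate activation score at least 90 and every replicate individually at or above 90; inconclusive = only one of the two criteria met; inactive = neither criterion met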;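 note: higher luciferase means less miR-122 activity so hits act as miR-122 inhibitors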
# ERp5 inh: inhibitors of human ERp5 | ERp5 insulin aggregation, absorbance 650 nm, 90 min | inhibition, % at 9.99 µM | 350,000 compounds, 0.05% hits;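 active = mean replicate inhibition above about 25%, with every replicate also reaching it, limit read from the data, passing the limit was not always enough; inconclusive = only one of those two criteria met; inactive = neither criterion met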
# Target sequence (Q15084 whole entry, looked up): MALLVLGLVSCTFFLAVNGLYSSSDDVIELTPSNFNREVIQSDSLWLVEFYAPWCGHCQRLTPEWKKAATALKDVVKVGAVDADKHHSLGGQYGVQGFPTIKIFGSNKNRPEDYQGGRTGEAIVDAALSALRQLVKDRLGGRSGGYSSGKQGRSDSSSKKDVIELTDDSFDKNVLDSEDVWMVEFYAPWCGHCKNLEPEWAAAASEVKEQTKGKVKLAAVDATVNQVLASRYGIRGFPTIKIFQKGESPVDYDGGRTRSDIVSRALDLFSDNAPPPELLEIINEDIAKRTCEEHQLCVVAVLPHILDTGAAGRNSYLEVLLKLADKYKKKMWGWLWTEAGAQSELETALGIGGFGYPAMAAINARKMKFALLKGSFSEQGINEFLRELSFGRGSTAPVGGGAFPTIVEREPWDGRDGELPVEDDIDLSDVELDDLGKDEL
# esBAF inh: blocks esBAF chromatin remodeling in mouse ES cells | reporter increase, % at 12.5 µM | Bmi1-luciferase knock-in reporter, 24 h; 100% = twice the neutral-well signal | 350,000 compounds, 2% hits; in the data active = activation above about 40%; inconclusive = no clear call, values can overlap the other calls;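 note: 0% = median of the plate's neutral control wells and 100% = double that signal; a rise in the Bmi1 reporter signal indicates esBAF inhibition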
# Statin myotox sup: suppressors of simvastatin-induced myotoxicity in C2C12 myotubes | ATP luminescence, 48 h; scaled: DMSO 0, geranylgeraniol control 100 | rescue of ATP level, % at 7.49 µM | 330,000 compounds, 0.78% hits;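 active = mean ATP rescue above about 67%, or every replicate alone reaching that limit, limit read from the data, passing the limit was not always enough; inconclusive = no clear call, values can overlap the other calls; inactive = mean under the limit and some replicate under it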;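 note: myotubes were challenged with 10 µM simvastatin during compound exposure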
# ARNT TACC3 PPI: disruptors of human ARNT/TACC3 interaction; Q9Y6A5; AlphaScreen His-ARNT PAS-B/GST-TACC3 binding, luminescence; TACC3 fragment carries E629A point mutation; inhibition, % at 9.99 µM; 390,000 compounds, 0.66% hits; AID 623870;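 active = mean inhibition of replicates at least 50% and at least half of replicates each reaching 50%; inconclusive = half or more replicates reach 50% but mean below 50%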;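 note: 0% = complete ARNT plus TACC3 wells and 100% = ARNT alone without TACC3; many hits fall short of the cut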
# SIRT5 block: blocks human SIRT5 desuccinylation of peptide; inhibition, % at 15 µM; 330,000 compounds, 1.1% hits; Purified SirT5, succinyl-peptide AMC, trypsin-coupled fluorescence; Q9NXA8; in the data active = inhibition above about 15%; inconclusive = no clear call, values can overlap the other calls
# Target sequence (Q9NXA8 whole entry, looked up): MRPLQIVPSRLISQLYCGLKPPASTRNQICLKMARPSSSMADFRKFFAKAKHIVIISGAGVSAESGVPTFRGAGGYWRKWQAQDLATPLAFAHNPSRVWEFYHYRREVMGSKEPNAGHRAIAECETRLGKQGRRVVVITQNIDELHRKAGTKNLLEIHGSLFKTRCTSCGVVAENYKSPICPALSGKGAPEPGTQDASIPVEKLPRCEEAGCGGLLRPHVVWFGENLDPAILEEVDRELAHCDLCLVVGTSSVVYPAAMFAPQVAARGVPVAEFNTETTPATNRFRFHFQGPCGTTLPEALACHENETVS
# Cneo AK release: Cryptococcus neoformans lysis via adenylate kinase release; lysis activity, % at 15 µM; 360,000 compounds, 0.2% hits; C. neoformans lysis, adenylate kinase release luminescence, 4 h; normalised: neutral wells 0, clomiphene wells 100;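 active = mean lysis activity across replicates of at least 80%, whatever share of replicates individually reach that level; inactive = mean lysis activity below 80%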
#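 Assay system: Cryptococcus neoformans yeast cells / Dosing: single-point compound dose / Timing: 4 h at 37 °C static, read 1 h later / Measured by: luminescence of released adenylate kinase using an AK detection reagent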
# Starred values were filed as active, the others as inactive; ? = inconclusive; . = no result given; & = joins results of further samples; [ ] = dose if it differs, or a comment. Rows were taken by chance. About 4% of those tested had a hit in this group.
canonical_smiles	miR-122 sensor	ERp5 inh	esBAF inh	Statin myotox sup	ARNT TACC3 PPI	SIRT5 block	Cneo AK release
CCC(CO)Oc1cc(NC(=O)c2ccc(F)cc2)c2ncn(C(C)C)c2c1 (stereo unspecified)	-2	-2	5	-11	-8&-3	.	1
COc1ccc(NS(=O)(=O)c2ccc(N3CCOCC3)c(NC(=O)C(C)C)c2)cc1	-8	0	5	-8	-4	-3	10
Cc1cc[n+](-c2[nH]c(=O)sc2/C=N/N=C(\[O-])c2ccccc2)cc1C	.	-2	.	.	-1	5	.
C[C@H](CO)N1C[C@H](C)[C@@H](CN(C)S(=O)(=O)c2ccc(Cl)cc2)Oc2c(NS(=O)(=O)c3ccccc3)cccc2C1=O	-2[16.7 µM]	-6	1	-13	-7	5	1
COc1ccccc1N1CCN(C(=O)CCC(=O)N2CCN(c3ccccc3OC)CC2)CC1	-6	0	-4	2	0	0	0
CC(Oc1ccccc1F)C(=O)Nc1ccc2ccccc2c1 (stereo unspecified)	1	.	18	2	-5	.	-4
Cc1ccc(S(=O)(=O)N(C)C[C@@H]2OCCCC[C@@H](C)Oc3ccc(NC(=O)CCC(F)(F)F)cc3C(=O)N([C@H](C)CO)C[C@H]2C)cc1	0[16.7 µM]	1	3	.	9	6	3
Cc1nc(NC(=O)COC(=O)CNC(=O)c2ccco2)c(Cl)cc1Cl	.	5	-6	-13	0	0	1
CC1(c2nc3ccccc3[nH]2)CCC(=O)N1Cc1ccccn1 (stereo unspecified)	-1	-1	-7	6	.	-6	6
CCC(Sc1nc(-c2cccc(OC)c2)c(C#N)c(=O)[nH]1)C(=O)Nc1nnc(C(C)C)s1 (stereo unspecified)	.	11	.	.	-12	-5	.
C[C@@H]1CN([C@H](C)CO)C(=O)CCCn2cc(nn2)CO[C@H]1CN(C)Cc1cccc(C(=O)O)c1	-4[16.7 µM]	0	-4	0	7	-2	2
CN(C)CC(=O)Nc1ccc2c(c1)[C@H]1C[C@@H](CC(=O)NCc3ccccc3)O[C@@H](CO)[C@H]1O2	-5[16.7 µM]	-5	2	-3	-1	-2	-1
Cc1noc(C)c1S(=O)(=O)Nc1ccc2c(c1)C(=O)N([C@H](C)CO)C[C@H](C)[C@H](CN(C)C(=O)CCCN(C)C)OCCCC[C@H](C)O2	5[16.7 µM]	.	-1	.	-9	.	-9
COC(=O)c1ccc(NC(=O)C(=O)N2CCN(C(=S)Nc3ccc(C)cc3)CC2)cc1	.	-4	.	.	9	-1	.
CC(=O)Oc1ccc(N2C(=O)CC(N3CCOCC3)C2=O)cc1 (stereo unspecified)	-2	.	-6	.	-5	.	1
FC(F)(F)c1cc(-c2ccc3c(c2)OCO3)nc(NCc2ccco2)n1	-1	.	-8	18	0	.	-1
Cc1noc(C)c1NC(=O)Nc1ccc2c(c1)C(=O)N([C@H](C)CO)C[C@@H](C)[C@H](CN(C)C(=O)Nc1ccc(F)cc1)OCCCC[C@@H](C)O2	6[16.7 µM]	-1	-2	2	-9	1	99*
CC(=O)C[C@@H](O)CC(=O)[C@H]1OC(=O)CCCCCCCCc2ccccc21	-4	6	-3	0	-7	.	-1
O=C(C1CCOCC1)N1C[C@H]2[C@@H](c3ccccc31)[C@H](CO)N2Cc1ccccc1	-4[16.7 µM]	3	2	9	-2	6	-9
Cc1noc(C(=O)Nc2sc3c(c2C#N)CCC3)c1Cl	8	2	8	-7	-2	2	-2
Cc1ccc(S(=O)(=O)Nc2ccc3c(c2)nc(CCN2CCN(c4ccccn4)CC2)n3C)cc1	-4	-1	-9	-6	4	-2	5
O=C(Oc1cccc(F)c1)c1ccc2c(=O)n3c(nc2c1)CCC3	-8	-5	-8	-3	-19	12	-1
CCC[C@H]1CN(c2ccccc2)C(=O)[C@@H]1CC(=O)Nc1ccc(Br)cc1	8	6	-8	7	.	-2	.
CCC(=O)Nc1cc(OC)cc(OC)c1	0	0	1	2	0	-2	3
Cc1noc(C)c1S(=O)(=O)N(C)C[C@@H]1OCCCC[C@H](C)Oc2ccc(NS(C)(=O)=O)cc2C(=O)N([C@@H](C)CO)C[C@H]1C	2[16.7 µM]	2	4	.	1	-1	2
CCOc1ccc(C(C)=O)cc1COc1ccc(-n2cnnn2)cc1	0	.	-7	-9	-6	.	-19
COc1ccc(-c2cn(CC[C@@H]3CC[C@@H](NC(=O)Cc4ccccn4)[C@H](CO)O3)nn2)cc1	.	5	6	0	12	-3	5
CCOc1cc(CNCCCN2CCOCC2)ccc1OCC(=O)Nc1cccc2ccccc12	-15	.	2	21	.	.	.
CCc1nn(C(C)C(=O)N2CCN(c3ccc(OC)cc3)CC2)c(=O)c2cc3occc3n12 (stereo unspecified)	35	3	-13	-85	2	-3	0
Cc1cc(C(=O)N2C(C)CCCC2C)no1 (stereo unspecified)	-2	3	-3	20	-1	1	-1
CC(C)(C)c1ccc(C(=O)CCC(=O)NCc2ccccc2)cc1	.	-5	-4	2	0	-1	-1
CCC(C)NC(=O)C1c2ccccc2C(=O)N1Cc1ccc(OC)cc1OC (stereo unspecified)	9	.	-12	.	8	.	0
Cc1ncsc1CCC(=O)N1CCCC(C(=O)c2ccc3c(c2)OCO3)C1 (stereo unspecified)	-7	4	3	-3	3	-1	-1
O=C(c1ccc(Cn2cc(Cl)cn2)cc1)N1CCN(c2ccccc2)CC1	-12	.	3	-9	.	.	-1
CCCCC1=NN(C(=O)c2cocc2C)C(O)(C(F)(F)F)C1 (stereo unspecified)	3	.	7	-13	-5	.	1
Cc1nc(NC(=O)CSc2nncs2)c(Cl)cc1Cl	-10	3	0	4	2	-7	2
O=C1CCCC(=O)N1c1ccc(NCCOCCO)c([N+](=O)[O-])c1	-5	-3	-1	9	1	3	1
C/C=C/c1ccc2c(c1)O[C@@H](CN(C)C(=O)Nc1ccc(C(F)(F)F)cc1)[C@@H](C)CN([C@@H](C)CO)S2(=O)=O	9[16.7 µM]	-2	0	26	7	8	1
Cc1cc(C)c2nc(C)cc(Nc3ccc(C(=O)NCCO)cc3)c2c1	3	2	.	.	-20	6	2
CCc1nnc(NC(=O)CN2C(=O)c3ccccc3S2(=O)=O)s1	4	9	-1	10	-6	.	-1
COc1ccc(NC(=S)N2CCCC2c2ccc(OC)c(OC)c2)cc1 (stereo unspecified)	-2	-3	10	-3	5	-1	0
Cc1ccc(OCCNC(=O)CNC(=O)c2ccc(C)c(C)c2)cc1	-6	4	1	-13	-20	-1	0
COC(=O)c1c(C)[nH]c(C(=O)C(C)OC(=O)c2cnc(C)cn2)c1C (stereo unspecified)	1	-7	-9	8	-2	-1	6
O=S(=O)(NC1=NCCCCC1)c1ccc(Cl)cc1	-1	-7	3	-5	-2	0	-1
O=C(CSc1ccc(Cl)cc1)Nc1ccc(N2CCN(C(=O)c3ccc(Cl)cc3)CC2)cc1	1	.	-2	.	5	.	3
Cc1ccc(NC(=O)CSc2nc3c(c(=O)[nH]2)CCC3)c(C)c1	-5	1	-1	2	-4	4	-2
CCCCS(=O)(=O)N1CCCC(C(=O)NCCc2ccccc2)C1 (stereo unspecified)	0	2	-6	-5	1	-5	5
CCCC(c1nnnn1Cc1ccc(OC)cc1)N1CCN(C(=O)c2ccco2)CC1 (stereo unspecified)	4	2	-6	6	1	-4	-1
O=[N+]([O-])c1cccc(NC(=S)N2CCN(S(=O)(=O)c3ccccc3)CC2)c1	.	5	.	.	9	3	-1
CSCCC(NC(=O)c1cccc(C)c1)C(=O)NNC(=O)c1cccs1 (stereo unspecified)	5	0	-8	-6	-2	1	0

# Ten consecutive compounds already listed, quoted:
canonical_smiles	miR-122 sensor	ERp5 inh	esBAF inh	Statin myotox sup	ARNT TACC3 PPI	SIRT5 block	Cneo AK release
CCc1nnc(NC(=O)CN2C(=O)c3ccccc3S2(=O)=O)s1	4	9	-1	10	-6	.	-1
COc1ccc(NC(=S)N2CCCC2c2ccc(OC)c(OC)c2)cc1 (stereo unspecified)	-2	-3	10	-3	5	-1	0
Cc1ccc(OCCNC(=O)CNC(=O)c2ccc(C)c(C)c2)cc1	-6	4	1	-13	-20	-1	0
COC(=O)c1c(C)[nH]c(C(=O)C(C)OC(=O)c2cnc(C)cn2)c1C (stereo unspecified)	1	-7	-9	8	-2	-1	6
O=S(=O)(NC1=NCCCCC1)c1ccc(Cl)cc1	-1	-7	3	-5	-2	0	-1
O=C(CSc1ccc(Cl)cc1)Nc1ccc(N2CCN(C(=O)c3ccc(Cl)cc3)CC2)cc1	1	.	-2	.	5	.	3
Cc1ccc(NC(=O)CSc2nc3c(c(=O)[nH]2)CCC3)c(C)c1	-5	1	-1	2	-4	4	-2
CCCCS(=O)(=O)N1CCCC(C(=O)NCCc2ccccc2)C1 (stereo unspecified)	0	2	-6	-5	1	-5	5
CCCC(c1nnnn1Cc1ccc(OC)cc1)N1CCN(C(=O)c2ccco2)CC1 (stereo unspecified)	4	2	-6	6	1	-4	-1
O=[N+]([O-])c1cccc(NC(=S)N2CCN(S(=O)(=O)c3ccccc3)CC2)c1	.	5	.	.	9	3	-1

# (list continues)
canonical_smiles	miR-122 sensor	ERp5 inh	esBAF inh	Statin myotox sup	ARNT TACC3 PPI	SIRT5 block	Cneo AK release
COC(=O)c1cn[nH]c1NC(=S)Nc1ccc(C)cc1Cl	2	.	-7	-21	4	.	-7
CCNC(=O)Nc1ccc2c(c1)C(=O)N(C)[C@H]1CC[C@@H](CC(=O)NC3CCCCC3)O[C@@H]1CO2	-16[16.7 µM]	0	-1	13	2	-2	-2
CC(C)=CCC/C(C)=C/CNC(=O)CC1C[C@H](C(=O)N2CCOCC2)[C@@]2(C)c3[nH]c4ccccc4c3CCN2C1=O (stereo partly specified)	-8	-9	1	-21	1	1	15
CCOC(=O)C1=C(C)N=c2s/c(=C/c3ccccc3)c(=O)n2C1c1ccc(OC)c(OC)c1 (stereo unspecified)	-2	.	2	47	-5	.	6
COc1ccc(S(=O)(=O)N2CCCCN3[C@H](CO)[C@@H](c4ccc(C#CCC(C)C)cc4)[C@@H]3C2)cc1	2[16.7 µM]	.	.	.	3	.	-3
CCn1nc(C)c(/C=N/NC(=O)c2ccoc2C)c1C	37	.	-7	?	17	.	0
COc1cc(C(C(=O)NC2CCCC2)N(Cc2ccco2)C(=O)c2snc(C(N)=O)c2N)cc(OC)c1OC (stereo unspecified)	12	1	9	-3	.	-4	3
C[C@@H]1CN([C@@H](C)CO)C(=O)Cc2cc(N(C)C)ccc2O[C@@H]1CN(C)Cc1ccccc1	30[16.7 µM]	3	6	-81	0	-2	0
CC(=O)N1CCSc2ccc(S(=O)(=O)NCCc3ccc(Cl)cc3)cc21	94*	-3	-11	-23	-3	-11	-8
CCCCOC(=O)/C(=C\c1ccc([N+](=O)[O-])o1)NC(=O)c1ccccc1	23	.	1	4	-6	.	0
CC(C)(C)c1ccc(OCC(O)CN2CCCC2)cc1 (stereo unspecified)	3	-5	-8	-14	-1	-30	1
CCCc1cc(=O)oc2c(C)c(OCC(=O)N3CCC(C(N)=O)CC3)ccc12	1	1	-11	-19	-4	.	0
